Screening data deposited in PubChem by several laboratories.
KOR beta-arrestin-1 – KOR agonists, beta-arrestin recruitment, primary screen, cell-based, luminescence, uHTS (AID 1777); Kappa-type opioid receptor (Homo sapiens); KOR beta-arrestin recruitment, luminescence; higher % means a stronger effect; activation, % at 10 µM, or EC50 in µM where a hit was titrated; 0.02% of 280,000 active; in the data active = activation above about 50%, passing the limit was not always enough; note: a part of the inactive calls stands beside numbers as strong as those of hits
NOD1 inhibition – NOD1 signaling inhibitors, primary screen, cell-based, luminescence, uHTS (AID 1578); 1% of 290,000 active; inhibition, % at 4 µM; hits with a dose series show EC50 in µM; NOD1-driven NF-kB luciferase reporter cells, luminescence; higher % means a stronger effect; in the data active = inhibition mostly above about 36%, no sharp cut-off; inactive = mostly below about 34%;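 note: HEK-293T reporter cells stimulated with the NOD1 agonist gamma-tri-DAP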
HIV peptide binding – inhibitors of HIV fusion peptide binding, primary screen, biochemical, uHTS, fluorescence dequenching (AID 1986); cell-free peptide binding, fluorescence dequenching, 30 min; higher % means a stronger effect; one-dose inhibition, % at 20 µM; IC50 in µM for titrated hits; 0.3% of 290,000 active; in the data active = inhibition mostly above about 52%, no sharp cut-off; inactive = mostly below about 76%; note: some results filed as inactive read as strong as hits
HEK293 NOD2/NF-kB – NOD2 signaling inhibitors, cell-based, luminescence, uHTS, HEK293 (AID 1566) | HEK293 NOD2/NF-kB luciferase reporter, luminescence; higher % means a stronger effect | 0.63% of 290,000 active | one-dose inhibition, % at 4 µM; EC50 in µM for titrated hits; note: many of its hits are not listed in these tables
GPR55 antagonists – GPR55 antagonists blocking LPI-driven arrestin recruitment, primary screen, imaging, U2OS, beta-arrestin-GFP, LPI agonist (AID 2013). U2OS GPR55 beta-arrestin-GFP translocation imaging, LPI antagonism; higher % means a stronger effect. inhibition, % at 10 µM; hits with a dose series show IC50 in µM. 0.13% of 290,000 active;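 active = spots per cell inhibited over 60%, with over 100 cells counted and total cytoplasm intensity under 500,000; inconclusive = wells with under 100 cells, flagged as likely toxic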;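 note: U2OS cells stably carrying GPR55 and arrestin-GFP stimulated by 5 µM LPI near EC80; imaged beta-arrestin-GFP aggregate spots per cell after agonist stimulation; plate controls were LPI-stimulated DMSO wells for no effect and DMSO wells without LPI for full effect; some results filed as inactive read as strong as hits; confirmed hits need IC50 under 10 µM and bright autofluorescent wells are also inconclusive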
GPR55 beta-arrestin – GPR55 agonists via beta-arrestin recruitment, primary screen, imaging, U2OS cells, beta-arrestin-GFP redistribution (AID 1961) | one-dose activation, % at 10 µM; EC50 in µM for titrated hits | U2OS GPR55 beta-arrestin-GFP redistribution imaging; higher % means a stronger effect | G-protein coupled receptor 55 (Homo sapiens) | 0.048% of 290,000 active;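 active = activation above 40% with more than 50 cells counted in the well; inconclusive = wells holding fewer than 50 cells, flagged as toxic or sparse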;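 note: U2OS osteosarcoma cells stably expressing GPR55 and beta-arrestin-GFP; plate controls were DMSO negative control for no effect and LPI positive control for full effect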
GPR35 arrestin U2OS – GPR35 antagonists blocking zaprinast-driven arrestin recruitment, primary screen, imaging, U2OS, beta-arrestin-GFP, zaprinast agonist (AID 2058); U2OS GPR35 beta-arrestin-GFP translocation imaging, zaprinast antagonism; higher % means a stronger effect; inhibition, % at 10 µM, or IC50 in µM where a hit was titrated; 0.052% of 290,000 active;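 active = inhibition of at least 50% with at least 30 cells and total cytoplasm GFP at most 10,000,000; inconclusive = under 30 cells or total GFP of 10,000,000 plus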
Myeloid diff MLP – induction of myeloid progenitor differentiation, primary screen, cell-based, flow cytometry, MLPCN library; ER-HoxA9 myeloid progenitors, lysozyme-GFP differentiation; calls only at 10 µM; 1% of 360,000 active;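 active = normalized GFP-positive differentiation at or above the plate's own cutoff, the solvent-only control mean plus 3 SD; inconclusive = no clear call, values can overlap the other calls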;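 note: cells exposed to compound for four days before flow analysis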
KOR beta-arrestin-2 – KOR antagonists, beta-arrestin recruitment, cell-based, luminescence, uHTS (AID 1778). Kappa-type opioid receptor (Homo sapiens). one-dose inhibition, % at 10 µM; IC50 in µM for titrated hits. 0.091% of 290,000 active. KOR beta-arrestin recruitment, luminescence, antagonist mode; higher % means a stronger effect; note: strong numbers were not always called active
Myeloid diff MLP GFP+ MAC1+ % – also measured in Myeloid diff MLP; calls as there; GFP+ MAC1+ double positive, %; measured here: differentiation confirmed by MAC1 staining
An asterisk follows results filed as active; i = inactive; ? = inconclusive; · = no result given; + = active, no number; & = joins results of further samples; [ ] = another dose, or the depositor's remark. Cut-off read from the data, not from the text of the source, unless noted: active = inhibition above about 50%; inactive = the rest. Only part of the results is shown; count on the stated rates, not on these rows.

Below each SMILES – GPR55 beta-arrestin	NOD1 inhibition	Myeloid diff MLP	GPR55 antagonists	KOR beta-arrestin-1	HEK293 NOD2/NF-kB	HIV peptide binding	GPR35 arrestin U2OS	Myeloid diff MLP GFP+ MAC1+ %	KOR beta-arrestin-2
N#CCc1ccc(Oc2ncccn2)cc1
 : 0.3%	-11%	i	-1%	-1.1%	6%	-2.1%	12%	0.7	17%
O=C(CCSc1nc(-c2ccco2)cc(C(F)(F)F)n1)N1CCCc2ccccc21
 : -0.2%	-14%	i	13%	7.9%	-3%	1.8%	3%	0.8	-29%
COc1ccc(N2CCN(C(CNC(=O)c3cccc(Cl)c3)c3cccnc3)CC2)cc1 (stereo unspecified)
 : -0.2%	-17%	i	24%	1.3%	6%	-1.2%	20%	0.7	2%
CCCn1cnc2scc(-c3ccc(C)cc3)c2c1=O
 : 0.3%	-47%	i	6%	-4.2%	-9%	-1.9%	5%	0.6	-9%
COc1c(C)cc(Br)cc1C(=O)Nc1ccc(S(N)(=O)=O)cc1
 : 0.5%	-24%	i	-6%	-3.3%	12%	0.2%	2%	0.4	-5%
COc1ccccc1CNC(=O)C1CCC(CNS(=O)(=O)c2ccc(F)cc2)CC1 (stereo unspecified)
 : -0.1%	-9%	i	-5%	3.1%	-9%	-1.0%	-5%	0.5	34%
Cc1cnc(NS(=O)(=O)c2ccccc2)c(Br)c1
 : 0.3%	-6%	i	-1%	4.7%	-8%	-0.6%	3%	0.6	21%
Cc1[nH]c2ccc(-c3n[nH]c(=S)n3-c3ccccc3)cc2c1C
 : 0.1%	5%	i	10%	-0.9%	7%	1.8%	4%	0.9	-17%
COc1cc(C(=O)Nc2ccc(C)cc2C(NCC(=O)NN)c2ccccc2)cc(OC)c1OC (stereo unspecified)
 : -0.1%	-5%	i	3%	-2.9%	-1%	-1.4%	9%	0.5	-2%
CCNC(=S)NCc1ccc2[nH]c(C)cc2c1
 : 0.8%	-38%	i	-9%	0.1%	11%	0.5%	-9%	5.1	2%
COc1ccc(C(=O)CC(=O)C(=O)Nc2ccc(C)cc2Cl)cc1
 : 0.0%	-14%	i	8%	-0.3%	20%	3.6%	-12%	1.4	-1%
O=C(CSc1nc2ccccc2[nH]1)c1c[nH]c2ccccc12
 : 0.2%	-8%	i	-13%	5.0%	-11%	-1.1%	-9%	1.6	-50%[20 µM]
O=C(CSc1ncnc2sc3c(c12)CCCC3)c1ccccc1
 : -0.1%	-20%	i	6%	7.1%	-8%	-1.1%	-6%	0.6	7%
O=C(NNS(=O)(=O)c1ccccc1[N+](=O)[O-])c1ccccc1Cl
 : -0.2%	-26%	+	12%	-0.8%	1%	-2.9%	9%	0.3*	-12%
CN(Cc1ccccc1)c1nc2c(c(=O)[nH]c(=O)n2C)n1Cc1ccccc1Cl
 : -0.2%	6%	i	-4%	0.3%	-4%	-1.5%	-4%	1.5	10%
O=C(Oc1ccc(OC(=O)C2CCC2)cc1)C1CCC1
 : -0.2%	-3%	i	5%	-2.0%	24%	-1.9%	-2%	0.7	9%
COc1ccc(C(=O)NC(=O)N2CCCCC2)cc1
 : -0.3%	-19%	i	2%	-3.0%	2%	0.0%	-11%	1.0	27%
O=C(COC(=O)Cc1ccc(-c2ccccc2)cc1)NCc1ccccc1
 : 0.1%	-13%	i	-3%	-0.9%	9%	-1.2%	11%	0.5	-16%
Cc1ccc(OCC(=O)Nc2ccc3c(c2)CCC3)c([N+](=O)[O-])n1
 : -0.2%	-46%	i	1%	-1.2%	-15%	-1.4%	1%	0.3	-26%
CC(=O)N1[C@H](C)C=C[C@]1(Cc1ccccc1)C(=O)O
 : 0.2%	-15%	i	-5%	-0.9%	13%	-0.6%	3%	2.1	-18%
Cc1c2ccccc2nc2c(F)c(NCCO)c(F)c(F)c12
 : 0.8%	-1%	+	2%	-1.4%	4%	23%	36%	2.5*	-15%
CCOC(=O)/C(C#N)=N/Nc1ccccc1C#N
 : -0.3%	-16%	i	-1%	-1.6%	9%	-2.2%	-4%	0.8	9%
COc1ccc(CNC(=O)CS(=O)Cc2nc(-c3ccc(OC)c(OC)c3)oc2C)cc1 (stereo unspecified)
 : -0.2%	-15%	i	-11%	-0.7%	18%	-1.4%	16%	1.5	-18%
Cc1cc(C)n2nc(SCc3nnc(SCc4ccccc4C)s3)nc2n1
 : -0.1%	13%	i	-8%	0.7%	16%	1.9%	10%	7.0	-54%
COc1ccc(CNc2n[nH]c(NCc3ccc(OC)c(OC)c3)n2)cc1OC
 : 0.0%	-8%	i	-11%	-0.9%	-7%	-0.3%	4%	0.6	-3%
CC(=O)c1c(C)[nH]c(C(=O)CN2C(=O)NC(CCc3ccccc3)C2=O)c1C (stereo unspecified)
 : 0.7%	-6%	i	9%	1.4%	14%	2.0%	3%	0.7	25%
O=C1SC(SC(=Nc2ccccc2)Nc2ccccc2)C(=O)N1c1ccccc1 (stereo unspecified)
 : 0.1%	-36%	i	5%	2.3%	-8%	7.9%	12%	1.9&0.4	17%
CN1/C(=C\C(=S)NC(=O)c2ccc([N+](=O)[O-])cc2)C(C)(C)c2ccccc21
 : 0.2%	-17%	i	4%	8.9%	10%	1.7%	4%	0.9	11%
CC1CCC(C(C)C)C(OC(=O)Cn2c(-c3ccc(Br)cc3)[n+](C)c3ccccc32)C1 (stereo unspecified)
 : 106%*	-44%&-32%	i	15%&27%	-0.1%&-4.4%	1%&-22%	-1.6%&-1.8%	-1%&7%	0.4&0.1	-31%
CC(=O)N1CCN(CC(c2ccccc2)c2ccccc2)CC1
 : -0.3%	-21%	i	6%	-4.6%	7%	-0.1%	11%	0.5	20%[20 µM]
CN1CC(=O)N/C1=N\C(=O)Nc1ccc(O)cc1
 : -0.1%	13%	i	12%	-4.8%	2%	-4.7%	-1%	0.8	16%
Cc1ccc(NC(=O)Cc2ncon2)cc1Cl
 : 0.2%	-1%	i	-3%	-1.3%	12%	1.1%	-4%	0.6	21%
Cc1cccc(C(=O)N2CCN(c3ccc([N+](=O)[O-])c(N4CCOCC4)c3)CC2)c1
 : -0.1%	-4%	i	10%	3.0%	5%	-2.1%	-2%	0.0	-20%
COc1ccc(S(=O)(=O)Nc2ccc(N3CCOCC3)cc2)cc1[N+](=O)[O-]
 : -0.1%	-11%	i	8%	-2.8%	-2%	-2.2%	6%	0.3	11%[20 µM]
COc1ccc(C2CC(=O)Nc3cc(OC)c(OC)cc32)cc1Br (stereo unspecified)
 : 0.9%	22%	i	-2%	1.0%	14%	0.0%	7%	1.8	-2%
OC(CNC1CCCC1)COc1ccc(-c2ccccc2)cc1 (stereo unspecified)
 : -0.1%	-24%	i	11%	2.1%	-6%	2.8%	2%	2.3	-138%[20 µM]
COC(=O)c1ccc(NC(=O)c2snnc2-c2ccccc2)cc1
 : -0.1%	-25%	i	-7%	-2.3%	22%	0.6%	28%	0.4	8%
Nc1nc2n(n1)C1(CCCCC1)C1=C(CCCC1)N2
 : 0.8%	2%	·	11%	1.6%	-11%	3.6%	-2%	·	2%
C/C=C(\C)C(=O)NCCN1C2=NC[C@@H](C)N2C[C@H]1Cc1ccc(O)cc1
 : -0.1%	-16%	i	13%	-5.3%	13%	1.0%	-10%	0.8	-10%
O=C1CC(N2CCC(c3nc4ccccc4s3)CC2)C(=O)N1Cc1ccccc1 (stereo unspecified)
 : 0.2%	-12%	i	6%	6.9%	-4%	1.4%	12%	0.5	26%
CC(C)(C)C(=O)Oc1cc(N)n(S(=O)(=O)c2ccccc2)n1
 : 0.0%	-14%	i	3%	-0.6%	8%	-0.4%	-18%	0.5	-41%
Cn1cc(CN2CCN(Cc3ccc4c(c3)OCO4)CC2)c(-c2ccccc2F)n1
 : -0.2%	-18%	i	2%	1.7%	6%	-0.7%	1%	0.1	-24%
Cc1ccccc1NC(=O)/C(C#N)=C\c1ccsc1
 : -0.3%	-20%	i	3%	0.1%	-4%	0.5%	8%	0.3	10%
CCOc1ccc(NC(=O)C2C3C=CC4(O3)C2C(=O)N(Cc2cccnc2)C4C(=O)NC2CCCCC2)cc1 (stereo unspecified)
 : -0.1%	-7%	i	0%	-1.9%	-4%	1.3%	14%	1.2	-13%
CC(=O)N1c2ccc(S(=O)(=O)N3CCCC(C(=O)NCc4ccccc4)C3)cc2CC1C (stereo unspecified)
 : -0.1%	-32%	i	6%	-1.8%	35%	0.1%	-5%	3.3	-13%[20 µM]
Fc1ccc(N2Cc3ccsc3C=N2)cc1
 : -0.3%	-26%	i	4%	-2.4%	-4%	-1.4%	-4%	0.0	13%
COc1cc2cc(C(=O)Nc3ccc4c(c3)OCCO4)[nH]c2cc1OC
 : -0.2%	19%	i	-4%	-9.3%	39%	-2.5%	-4%	0.9	-4%
COc1ccc(C(=O)NC2CCN(C(=S)Nc3cc(C)ccc3C)CC2)cc1
 : 0.1%	-2%	i	3%	-5.1%	22%	-0.8%	-3%	4.2	22%
Cc1ccc(NC(=O)C(C)Sc2n[nH]c(CNc3ccccc3)n2)cc1 (stereo unspecified)
 : -0.1%	-12%	?	-12%	-2.2%	4%	-0.1%	-3%	·	16%
CC(C)NCCCOc1ccc(C(C)(C)c2ccccc2)cc1
 : 0.2%	-20%	i	5%	-3.8%	-2%	19%	10%	0.7	16%
CCOC(=O)c1ccccc1NC(=O)c1ccccc1SC
 : -0.3%	·	i	-2%	-3.4%	3%	-0.3%	-5%	7.7	11%
CCOC(=O)C1CCCN(CCC(=O)Nc2cccc(F)c2)C1 (stereo unspecified)
 : 1.0%	3%	i	6%	-0.5%	2%	1.7%	-3%	1.8	17%
O=C(NC(=S)Nc1cccc([N+](=O)[O-])c1)C1CCCCC1
 : 0.0%	-30%	i	15%	-1.8%	20%	1.0%	3%	3.0	20%
COc1ccc(OC)c(NC(=O)NCCc2c[nH]c3ccccc23)c1
 : 0.0%	-8%	i	11%	-4.2%	-1%	-1.7%	-18%	0.0	0%
CCOc1ccc(C(=O)Nc2ccc(S(=O)(=O)Nc3nccc(C)n3)cc2)cc1OCC
 : 0.0%	8%	·	-9%	-6.7%	22%	-1.2%	6%	·	-22%
CCCC[n+]1ccn(-c2nc3ccccc3nc2[N-]S(=O)(=O)c2ccccc2)c1
 : -0.1%	-29%	i	-19%	-0.7%	-12%	24%	0%	0.2	3%
